Source: PubChem BioAssay
bub3: NCI yeast anticancer drug screen, S. cerevisiae bub3 mutant strain. 78,000 tested, 9.9% active. growth inhibition, % at 50 µM;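 also: 0% = growth of vehicle-only cultures of the same strain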
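Part of a panel of yeast mutants defective in DNA damage repair or cell cycle regulation. Each strain is grown with compound, and inhibition is calculated relative to solvent-treated cultures.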
sgs1 mgt1: NCI yeast anticancer drug screen, S. cerevisiae sgs1 mgt1 strain | 78,000 tested, 10% active | AID 161 | growth inhibition, % at 50 µM;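 also: 0% = growth of vehicle-only cultures of the same strain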
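Genetically altered yeast, compound exposure, growth inhibition relative to vehicle.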
mec2-1: NCI yeast anticancer drug screen, S. cerevisiae mec2-1 strain. 79,000 tested, 9% active. growth inhibition, % at 50 µM;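 also: 0% = growth of vehicle-only cultures of the same strain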
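Growth inhibition is read against vehicle-treated controls after compound exposure of the mec2-1 yeast strain, which is defective in DNA damage repair or cell cycle control.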
cln2 rad14: NCI yeast anticancer drug screen, S. cerevisiae cln2 rad14 strain; % growth inhibition at 50 µM; 78,000 tested, 8.3% active; AID 165;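 also: 0% = growth of vehicle-only cultures of the same strain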
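Readout is yeast growth inhibition versus vehicle-treated controls, using a strain with cln2 and rad14 alterations exposed to compound.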
rad50: NCI yeast anticancer drug screen, S. cerevisiae rad50 strain. growth inhibition, % at 50 µM. 79,000 tested, 10% active. AID 155;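 also: 0% = growth of vehicle-only cultures of the same strain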
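DNA repair mutant yeast, compound exposure, growth read-out; inhibition is taken relative to vehicle.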
mlh1 rad18: NCI yeast anticancer drug screen, S. cerevisiae mlh1 rad18 strain; % growth inhibition at 50 µM; AID 175; 79,000 tested, 11% active;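 also: 0% = growth of vehicle-only cultures of the same strain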
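Cells of a genetically altered yeast strain, deficient in DNA damage repair, were treated with compound. Their growth was then compared with that of vehicle-treated cultures to give inhibition.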
Starred values were filed as active, the others as inactive; · = not tested or not shown; & = joins results of further samples; ! = not active in a repeat. Rule as the data show it: active = growth inhibition above about 70%; inactive = the rest.

SMILES	bub3	sgs1 mgt1	mec2-1	cln2 rad14	rad50	mlh1 rad18
CN(C)C(=O)C1OC1(C)c1ccccc1 (configuration not stated)	-1	-3	-5	-21	-8	-8
CC(=O)OCc1ccc(C)cc1	-15	-13	7	-33	-9	0
CC(=O)OCC1OC(n2ccc(NC(=O)Nc3ccn(C4OC(COC(C)=O)C(OC(C)=O)C4OC(C)=O)c(=O)n3)nc2=O)C(OC(C)=O)C1OC(C)=O (configuration not stated)	-2	8	-11	-5	-2	11
CC(CC(=O)NC(N)=O)(NC(N)=O)NC(N)=O	-4	8	-12	-56	5	3
NCCCN(CCCCN(CCCN)C(=O)OCc1ccccc1)C(=O)OCc1ccccc1	1	-19	-13	9	7	-56
O=C1C=CC(=O)c2c(Cl)ccc(O)c21	-20	-20	-31	10	-17	-9
OCC1COCO1 (configuration not stated)	-6	-9	-4	-2	0	9
COC(=O)C12CC3CC(C1)CC(C(=O)OC)(C3)C2	24	6	-2	8	8	13
COc1ccc(C(=O)OCc2ccccc2CN2CCCCC2)cc1	-14	11	-7	-16	-5	-6
CCOC(=O)C1=C(C(=O)c2ccc(C)cc2)C(c2ccc([N+](=O)[O-])cc2)C(C(=O)c2ccc(C)cc2)=C(C(=O)OCC)N1	-15	-9	-18	-12	-27	-12
COc1ccc(-c2cc(-c3ccc(OC)cc3OC)[n+](C)c(-c3ccc(OC)cc3OC)c2)cc1	82*	86*	93*	88*	90*	93*
CC(=O)c1ccc2c(Br)ccc3c2c1CC3	16	4	10	10	12	10
O=c1[nH]cccc1CCc1ccccc1	-1	6	-9	-4	-10	-4
O=S1(=O)OCCOS(=O)(=O)C1Cc1nc2ccccc2[nH]1	0	1	16	57	3	37
O=C1CCSc2nc(-c3ccc4c(c3)OCO4)nn21	5	-13	-8	15	7	9
COc1ccc2nccc(C=O)c2c1	10	25	5	-17	11	27
CCCCCCCCCCCCCCCCCC(=O)C(C(=O)OCC)C(=O)OCC	-1	-3	17	0	-10	30
CC(Br)C(=O)NCC(=O)NCC(=O)O (configuration not stated)	17	-4	-15	16	32	-5
CN1CC(O)C(C(=O)NC23CC4CC(CC(C4)C2)C3)C1 (configuration not stated)	10	12	4	14	31	30
CC(=O)c1cc2ccccc2n(O)c1=N	-15	-24	-11	17	-33	-17
CC(O)C(O)C(O)C(=O)C=O (configuration not stated)	-25	6	29	14	6	10
CC(CCC#N)(CCC#N)C(=O)CC(O)(C(F)(F)F)C(F)(F)F	-4	21	12	3	23	0
CCC(C)(CC(=O)O)CC(=O)O	3	-16	7	1	-14	5
COc1cc(C2c3cc4c(cc3C(OC3CCCCO3)C3COC(=O)C23)OCO4)cc(OC)c1OC (configuration not stated)	54	23	19	2	32	34
COc1ccc(C2c3cc4c(cc3OC(NNS(=O)(=O)c3ccc(C)cc3)C2C)OCO4)cc1 (configuration not stated)	-5	10	13	4	-22	34
CCCCCc1c2c(c(CCCCC)c3c1-c1cccc4cccc-3c14)-c1ccc(C)cc1C2	0	-31	-10	-18	-30	-19
C/C(=N/NC(N)=S)C(CN1CCOCC1)C(C1=C(O)c2ccccc2OC1)c1ccccc1 (configuration not stated)	71*	81*	72*	75*	75*	78*
OCC1OC2NC(=S)OC2C(O)C1O (configuration not stated)	-11	-12	-23	-41	-2	-14
O=C(c1ccccc1)c1ccc2ccccc2c1C(=O)O	-6	5	10	-69	-8	-17
O=c1cc(-c2ccc(Cl)cc2)oc2cc(OCCCOc3ccc4c(=O)cc(-c5ccc(Cl)cc5)oc4c3)ccc12	20	13	38	-33	41	25

2 entries from above in another layout:
structure,bub3,sgs1 mgt1,mec2-1,cln2 rad14,rad50,mlh1 rad18
OCC1OC2NC(=S)OC2C(O)C1O (configuration not stated),-11,-12,-23,-41,-2,-14
CCCCCc1c2c(c(CCCCC)c3c1-c1cccc4cccc-3c14)-c1ccc(C)cc1C2,0,-31,-10,-18,-30,-19

(cont.)
SMILES	bub3	sgs1 mgt1	mec2-1	cln2 rad14	rad50	mlh1 rad18
CCCC[P+](CCCC)(CCCC)c1ccccc1	-9	0	12	-32	-13	-1
CCCCCCCCCCNC(=O)C(OC(C)=O)C(OC(C)=O)C(OC(C)=O)C(COC(C)=O)OC(C)=O (configuration not stated)	10	19	13	32	29	40
CCC(=O)c1ccc(F)cc1	-5	4	-21	20	10	20
O=C(/C=C/c1ccccc1)SCc1ccccc1	-5	11	14	-2	-3	2
O=C1C(N=Nc2ccccc2)Sc2nc3ccccc3n21 (configuration not stated)	4	3	-3	-52	-16	-9
CSC1=Nc2ccccc2-c2nc(-c3ccccc3)cc(-c3ccccc3)c2C1	18	2	-5	-6	-52	-4
CCOC(=O)NC(=O)c1cn(CCOCCOC(=O)NCCCCCCNC(=O)OCCOCCn2cc(C(=O)NC(=O)OCC)c(=O)[nH]c2=O)c(=O)[nH]c1=O	-7	26	24	20	5	30
Cc1ccc(C(C#N)C(=O)CCCC(=O)Nc2ccc(C)c(C)c2)cc1 (configuration not stated)	-7	8	6	-30	-57	2
C/C(CC(=O)Nc1ccc(Cl)cc1)=N\NC(N)=S	-4	10	-5	20	-8	-1
CCc1n[nH]c(=O)n1NC(=O)c1ccccc1C(=O)O	26	15	12	21	16	16
CS(=O)(=O)OCCN(CCOS(C)(=O)=O)c1ccc(C=Nc2ccc(-c3csc(-c4ccc(Cl)cc4)n3)cc2)cc1	69	92*	94*	71*	92*	95*
NC(=O)CS(=O)CC(N)C(=O)O (configuration not stated)	-11	-46	-34	-57	-6	-30
CC1NNC(=S)NN1	1	1	1	-10	-19	12
COc1ccc2nc3cc([N+](=O)[O-])ccc3c(NNc3ccc(Cl)cc3)c2c1	49	55	37	36	39	66
CCCCSC(=O)C(C)O (configuration not stated)	-2	-2	-5	-25	-2	-6
CN(NC(=O)c1ccccc1)C(=O)c1ccccc1	6	12	7	-15	16	4
NS(=O)(=O)c1ccc(Cl)c([N+](=O)[O-])c1	13	4	11	13	28	19
CCOC(=O)C1=NN(c2ccccc2)C(=O)/C1=C\N1C(=S)NC(=O)/C1=C\c1cccc([N+](=O)[O-])c1	-5	1	-12	31	11	-5
COC(=O)C1=C(C(=O)OC)C2(C(=O)OC)OC1(OC)C(C1(C(=O)OC)C(C(=O)OC)=C1C(=O)OC)=C2C(=O)OC (configuration not stated)	1	9	14	16	16	10
O=C(O)c1ccccc1CC(C(=O)O)C(=O)O	-1	3	4	8	15	6

Of the compounds above, these have a Cl atom.
SMILES	bub3	sgs1 mgt1	mec2-1	cln2 rad14	rad50	mlh1 rad18
O=C1C=CC(=O)c2c(Cl)ccc(O)c21	-20	-20	-31	10	-17	-9
O=c1cc(-c2ccc(Cl)cc2)oc2cc(OCCCOc3ccc4c(=O)cc(-c5ccc(Cl)cc5)oc4c3)ccc12	20	13	38	-33	41	25
C/C(CC(=O)Nc1ccc(Cl)cc1)=N\NC(N)=S	-4	10	-5	20	-8	-1
CS(=O)(=O)OCCN(CCOS(C)(=O)=O)c1ccc(C=Nc2ccc(-c3csc(-c4ccc(Cl)cc4)n3)cc2)cc1	69	92*	94*	71*	92*	95*
COc1ccc2nc3cc([N+](=O)[O-])ccc3c(NNc3ccc(Cl)cc3)c2c1	49	55	37	36	39	66
NS(=O)(=O)c1ccc(Cl)c([N+](=O)[O-])c1	13	4	11	13	28	19

Additional entries follow:
SMILES	bub3	sgs1 mgt1	mec2-1	cln2 rad14	rad50	mlh1 rad18
O=C(O)c1ccc(S(=O)(=O)c2ccccc2)s1	-5	5	12	-16	10	37
C=C1C(=O)[C@@]23CC[C@H]4[C@@](C)(CCC[C@@]4(C)C(=O)OC)[C@@H]2CC[C@]1(O)C3	94*	94*	94*	92*	92*	91*
CCCCN(C(=O)CC)c1ccccc1	-13	10	-30	-22	24	-62
CC1(C)CC(=O)OC(=O)C1	3	-14	-8	6	0	0
ON(C(=NCc1ccccc1)c1ccccc1)c1ccccc1	12	10	11	-17	2	15
COc1ccc(/C=C/c2onc3c(=O)n(C)nc(-c4ccccc4)c23)cc1	-3	-9	-25	-11	-22	-26
O=S1(=O)NNC(=NCc2ccc(Cl)cc2)c2ccccc21	13	11	1	22	13	-4
S=C(C(=S)N1CCOCC1)N1CCOCC1	12	13	26	-17	0	8
CCNc1ccccc1C	98*	97*	98*	96*	99*	98*
c1cc(CCSSCCc2ccncc2)ccn1	38	34	51	73*	28	30
Cc1nc(-[n+]2nc(-c3ccncc3)nn2-c2ccccc2)sc1C	48	75*	78*	64	66	76*
Cc1c2c(n3c(nc4ccccc43)c1C#N)SCC2	-22	-44	-49	-8	-51	-18
Cn1c(N2CCOCC2)cc2nc3ccccc3n2c1=O	11	13	7	4	7	14
[N-]=[N+]=Nc1c(-c2ccccc2)c(Cl)nc2ccccc12	87*	85*	76*	83*	76*	87*
CC1CCCC(C)C1O (configuration not stated)	-5	-14	-28	12	-20	-14
OC1(c2ccccc2)C(c2ccccc2)=C(c2ccccc2)C(c2ccc(CCCCCCCCc3ccc(C4=C(c5ccccc5)C(O)(c5ccccc5)C(c5ccccc5)=C4c4ccccc4)cc3)cc2)=C1c1ccccc1 (configuration not stated)	-24	-8	-4	-28	-20	-9
CC(=O)OCC(=O)O[C@@H]1[C@H]2[C@@H](OC(=O)c3ccccc3)[C@@H](C)C[C@]2(O)[C@H](OC(C)=O)[C@@]2(C)C(OC(C)=O)[C@]1(OC(C)=O)C[C@H]1C(=O)C(C)(C)C[C@@H]12 (some centres not stated)	-42	-37	-33	-29	-40	-61
COc1ccc(C(=O)N/N=C/c2cccc3ccccc23)cc1	44	13	36	-23	-3	34
S=C1NC2=C(COc3ccccc32)C(c2ccc(Cl)cc2)N1 (configuration not stated)	91*	92*	92*	90*	90*	83*
CC(C)N1CC2CC(CN(C(=O)c3ccc(Cl)cc3)C2)C1	-16	-8	-8	3	-30	-6
CN1CCOC(=O)C(C#N)=C1c1ccccc1	-7	-9	7	-17	-26	-3
COc1ccc(-[n+]2nc(S(=O)(=O)O)c(/C=C/c3ccc(N(C)C)cc3)cc2C#N)cc1	6	20	-9	7	-14	-10
CC(C)CCCC(C)C1CCC2C3C(=O)C=C4C=CCCC4(C)C3CCC12C (configuration not stated)	6	34	11	10	6	10
Cc1cc(/C=N/NC(N)=S)c(C)c2c1oc1ccccc12	25	50	38	25	29	49
O[C@H]1[C@H](O)[C@@H](Cn2nnc(-c3ccccc3)c2-c2ccccc2)OCO[C@@H]1Cn1nnc(-c2ccccc2)c1-c1ccccc1	29	13	31	51	53	29
Cc1cc2c(nn1)-c1ccccc1C2=O	18	0	25	8	-5	-26
CC12CCC(O)CC1=CCC1C2CCC2(C)C3=NOC(O)C3CC12 (configuration not stated)	27	62	5	-4	-6	34
ClC1CC[N-]CC1.ClC1CC[N-]CC1.[Cl][Pt+2]([Cl])([Cl])[Cl]	93*	90*	91*	87*	90*	92*
C1CCC(C2CCCC[N-]2)[N-]C1.C1CCC(C2CCCC[N-]2)[N-]C1.O=C(O)C(=O)O.[Ru+4] (configuration not stated)	-3	16	9	12	32	8
Nc1nnc(Cc2ccc(Br)cc2)o1	-14	24	14	71*	21	58

Molecules above that contain fluorine, in the order listed:
SMILES	bub3	sgs1 mgt1	mec2-1	cln2 rad14	rad50	mlh1 rad18
CC(CCC#N)(CCC#N)C(=O)CC(O)(C(F)(F)F)C(F)(F)F	-4	21	12	3	23	0
CCC(=O)c1ccc(F)cc1	-5	4	-21	20	10	20

The list continues:
SMILES	bub3	sgs1 mgt1	mec2-1	cln2 rad14	rad50	mlh1 rad18
Cc1cc(C)c2nc(N)sc2c1	12	-6	9	-4	24	30
O=c1c2ccccc2ncn1COCc1ccccc1	74*	90*	-7	52	2	-22
CCOc1ccc(Br)cc1/C=N/NS(=O)(=O)c1ccc(C)cc1	·	·	29	·	47	8
COC(=O)C1c2cc(C)ccc2-c2ccc(C)cc21	7	3	13	30	14	50
COC1(CO)OCC(O)C(O)C1O (configuration not stated)	1	13	-2	0	-3	0
CC1(CCN2CCCC2)NC(=O)NC1=O (configuration not stated)	3	-5	-20	1	16	11
Cc1ccc(N=C2C(c3ccccc3)=C(SC3=C(c4ccccc4)C(=Nc4ccc(C)cc4)c4ccccc43)c3ccccc32)cc1	-3	4	1	15	13	-9
CC(=O)N(C(C)=O)c1ccc(C)cc1C(Cl)S(C)(=O)=O (configuration not stated)	20	47	31	23	53	47
CCOC(=O)c1[nH]c2ccc(OC)c3c2c1CCC3=O	8	-16	-9	4	3	0
Cc1cnc(/C=N\NC(N)=S)c2cccc(N)c12	75*!	63&61	74*!	70*!	60&62	89*
CCCCOC(=O)NC(Nc1ccc(S(=O)(=O)Nc2ccc(OC)nn2)cc1)(C(F)(F)F)C(F)(F)F	-10	-10	-2	5	-8	3
Nc1ccc(S(=O)(=O)Nc2ccc([N+](=O)[O-])cn2)cc1	-20	17	-43	17	-28	-16
O=C(O)COc1ccc(C(=O)O)cc1	-23	4	-20	-54	6	-6
O=C1C(=O)N(c2cc(Cl)ccc2Cl)C(=O)C(=O)C1c1nc2ccccc2o1	57	37	38	81*	53	32
